Source: PubChem BioAssay
NTR1 ag: NTR1-driven beta-arrestin-GFP spot formation – imaging, U2OS cells, high content, primary screen (AID 493036); agonist mode; activation, % at 20 µM; actives 0.17% (n = 330,000); P30989;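 active means activation at or above 40% of the spot to cytoplasm intensity ratio, with at least 20 cells analyzed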;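 further: 0% = DMSO without peptide and 100% = 100 nM NTR1 peptide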
Target sequence (P30989 whole entry, looked up): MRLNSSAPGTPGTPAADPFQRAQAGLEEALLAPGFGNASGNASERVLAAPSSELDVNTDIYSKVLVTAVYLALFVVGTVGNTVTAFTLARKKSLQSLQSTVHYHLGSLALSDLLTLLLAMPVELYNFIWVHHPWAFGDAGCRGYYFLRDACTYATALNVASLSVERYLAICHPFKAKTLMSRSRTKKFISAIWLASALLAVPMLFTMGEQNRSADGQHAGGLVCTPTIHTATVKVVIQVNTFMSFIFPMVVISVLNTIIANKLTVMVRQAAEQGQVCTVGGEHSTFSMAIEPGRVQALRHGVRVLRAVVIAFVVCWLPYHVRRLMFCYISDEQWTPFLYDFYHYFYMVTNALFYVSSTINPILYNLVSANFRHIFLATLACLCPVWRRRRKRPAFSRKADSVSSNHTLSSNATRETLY
AID2073: disruptors of CaV2.2 binding to Mint1 – biochemical, HTRF (AID 2073); HTRF protein-protein interaction, Mint1-CaV2.2; higher % means a stronger effect; one-dose inhibition, % at 20 µM; IC50 in µM for titrated hits; actives 0.19% (n = 290,000); in the data active means inhibition mostly above about 51%, no sharp cut-off; further: some results filed as inactive read as strong as hits
Yfh1-off respiration: enhancers of respiration in Yfh1-depleted yeast, dose response, Friedreich's ataxia, plus single-dose screen (AID 1465) | S. cerevisiae Yfh1-off respiration, WST-1 reduction, 72 h; higher fold induction means a stronger effect | fold induction at 50 µM; hits with a dose series show EC50 in µM | actives 0.074% (n = 220,000);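 active means fold induction of absorbance versus untreated yeast above a set limit, then at least 30% activation at any dose in follow-up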;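 further: activators that raise dye reduction in frataxin-depleted yeast; strong numbers were not always called active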
GPR35 arrestin U2OS: GPR35 antagonists blocking zaprinast-driven arrestin recruitment, primary screen, imaging, U2OS, beta-arrestin-GFP, zaprinast agonist (AID 2058); U2OS GPR35 beta-arrestin-GFP translocation imaging, zaprinast antagonism; higher % means a stronger effect; one-dose inhibition, % at 10 µM; IC50 in µM for titrated hits; actives 0.052% (n = 290,000);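 active means inhibition of at least 50% with at least 30 cells and total cytoplasm GFP at most 10,000,000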
Dengue-2 NS5 capping: Dengue-2 NS5 methyltransferase inhibitors, primary screen, biochemical, confirmation dose response (AID 588689). Dengue-2 NS5 methyltransferase capping enzyme assay, biochemical; higher % means a stronger effect. inhibition, % at 25 µM, or IC50 in µM where a hit was titrated. actives 0.3% (n = 340,000); in the data active means a potency from the dose series
Large T inhibition: TAg ATPase/helicase activity blockers – biochemical (AID 1903) | SV40 large T antigen ATPase/helicase inhibition assay; higher % means a stronger effect | inhibition, % at 20 µM; hits with a dose series show IC50 in µM | actives 0.39% (n = 310,000); in the data active means a potency from the dose series; further: strong numbers were not always called active
GPR55 LPI antagonism: inhibition of LPI-stimulated GPR55 beta-arrestin translocation – imaging, U2OS, beta-arrestin-GFP, LPI agonist, primary screen (AID 2013). U2OS GPR55 beta-arrestin-GFP translocation imaging, LPI antagonism; higher % means a stronger effect. inhibition, % at 10 µM, or IC50 in µM where a hit was titrated. actives 0.13% (n = 290,000);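 active means spots per cell inhibited over 60%, with over 100 cells counted and total cytoplasm intensity under 500,000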;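 further: U2OS cells stably carrying GPR55 and arrestin-GFP stimulated by 5 µM LPI near EC80; imaged beta-arrestin-GFP aggregate spots per cell after agonist stimulation; plate controls were LPI-stimulated DMSO wells for no effect and DMSO wells without LPI for full effect; some results filed as inactive read as strong as hits; confirmed hits need IC50 under 10 µM and bright autofluorescent wells are also inconclusive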
GPR55 beta-arrestin: selective activators of receptor GPR55 – imaging, U2OS cells, beta-arrestin-GFP redistribution, primary screen (AID 1961); U2OS GPR55 beta-arrestin-GFP redistribution imaging; higher % means a stronger effect; activation, % at 10 µM; hits with a dose series show EC50 in µM; actives 0.048% (n = 290,000);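 active means activation above 40% with more than 50 cells counted in the well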;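 further: U2OS osteosarcoma cells stably expressing GPR55 and beta-arrestin-GFP; plate controls were DMSO negative control for no effect and LPI positive control for full effect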
MgcRacGAP inhibition: MgcRacGAP GTPase-activating activity inhibitors, confirmation, biochemical, ADP Hunter fluorescence; actives 0.6% (n = 340,000); MgcRacGAP-stimulated Rac1 GTP hydrolysis, ADP Hunter fluorescence; higher % means a stronger effect; GST-tagged Rac1 F28L mutant substrate; one-dose inhibition, % at 30 µM; IC50 in µM for titrated hits;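 active means first-screen hits whose inhibition reached a set limit at any dose in the follow-up dose series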;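 further: fluorescence reports GDP produced by GAP-driven GTP hydrolysis; strong numbers were not always called active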
NTR1 ag cell count 20 µM: further read-out of NTR1 ag, marked with its call; cell count; measured here: cell count, cytotoxicity flag
Dengue-2 NS5 capping pilot replicate: further read-out of Dengue-2 NS5 capping, marked with its call; inhibition, %; measured here: pilot screen replicate inhibition
* hit, by the source's call; i = inactive; · = not tested or not shown.

SMILES	NTR1 ag	NTR1 ag cell count 20 µM	AID2073	Yfh1-off respiration	GPR35 arrestin U2OS	Dengue-2 NS5 capping	Large T inhibition	GPR55 LPI antagonism	GPR55 beta-arrestin	MgcRacGAP inhibition	others
Cc1scc(-c2n[nH]c(=S)n2C(C)c2ccccc2)c1C (stereo not drawn)	2.9	47	-16%	i	-7%	6%	31%	8%	-0.3%	6%
CCOC(=O)N1CCC(N2CC34C=CC(O3)C(C(=O)Nc3ccc(C)cc3)C4C2=O)CC1 (stereo not drawn)	-5.0	45	-6%	i	0%	-1%	-1%	19%	0.3%	1%
Cc1ccc(-c2nnn(CC(=O)NCc3ccccc3)n2)c(-n2cnnn2)c1	1.9	44	8%	i	3%	8%	16%	-8%	0.2%	10%
CCN(CC)C(=O)C(Cc1ccccc1)N1C(=O)c2ccccc2C1=O (stereo not drawn)	-1.5	50	-7%	i	-6%	-8%	-1%	-8%	-0.1%	9%
COc1cc(NC(=O)Cc2cccc3ccccc23)c(C(=O)O)cc1OC	1.9	43	8%	·	0%	1%	7%	-22%	-0.2%	5%	Dengue-2 NS5 capping pilot replicate=0.6
COc1ccc2[nH]c(=O)c(CNc3cccc(C)c3)cc2c1	1.0	43	8%	i	9%	0%	28%	5%	-0.2%	15%
COC(=O)c1cc(C(=O)N2CCc3ccccc32)cc([N+](=O)[O-])c1	-1.4	47	-4%	·	-1%	1%	6%	12%	-0.1%	9%	Dengue-2 NS5 capping pilot replicate=1.8
CC1Cc2ccccc2N1C(=O)CNc1cccc(S(=O)(=O)N2CCCC2)c1 (stereo not drawn)	-0.2	46	14%	i	4%	1%	10%	9%	-0.1%	5%
CCc1c(C)sc(NC(=S)NC(C)C2CCCO2)c1C(=O)OC (stereo not drawn)	3.4	18	-14%	i	0%	-4%	14%	-8%	0.3%	4%
O=C(CN1C(=O)S/C(=C\c2ccccn2)C1=O)Nc1ccccc1	-0.1	64	12%	·	-4%	-2%	6%	4%	-0.1%	7%
Nn1c(SCCOc2ccccc2)nnc1-c1cccnc1	0.2	52	-1%	i	-3%	-1%	8%	17%	-0.4%	7%
Cc1cc(N/N=C/c2ccc(N(C)C)cc2)c2ccccc2n1	0.0	46	2%	·	12%	8%	4%	-5%	-0.4%	16%
CCOC(=O)c1c(NC(=O)COc2ncnc3ccccc23)sc(C)c1CC	7.0	72	18%	i	-22%	-5%	5%	-3%	0.2%	6%
COc1ccc(N2CC(NS(=O)(=O)c3cccs3)CC2=O)cc1OC (stereo not drawn)	-0.4	92	·	·	·	-13%	13%	·	·	8%
O=C(NCc1n[nH]c(=S)n1-c1ccccc1)c1ccco1	2.1	55	-16%	i	4%	-5%	14%	16%	-0.2%	5%

An excerpt from above in order of heavy-atom count, ascending:
SMILES	NTR1 ag	NTR1 ag cell count 20 µM	AID2073	Yfh1-off respiration	GPR35 arrestin U2OS	Dengue-2 NS5 capping	Large T inhibition	GPR55 LPI antagonism	GPR55 beta-arrestin	MgcRacGAP inhibition	others
O=C(NCc1n[nH]c(=S)n1-c1ccccc1)c1ccco1	2.1	55	-16%	i	4%	-5%	14%	16%	-0.2%	5%
CCOC(=O)c1c(NC(=O)COc2ncnc3ccccc23)sc(C)c1CC	7.0	72	18%	i	-22%	-5%	5%	-3%	0.2%	6%
CCOC(=O)N1CCC(N2CC34C=CC(O3)C(C(=O)Nc3ccc(C)cc3)C4C2=O)CC1 (stereo not drawn)	-5.0	45	-6%	i	0%	-1%	-1%	19%	0.3%	1%

Next records follow.
SMILES	NTR1 ag	NTR1 ag cell count 20 µM	AID2073	Yfh1-off respiration	GPR35 arrestin U2OS	Dengue-2 NS5 capping	Large T inhibition	GPR55 LPI antagonism	GPR55 beta-arrestin	MgcRacGAP inhibition	others
CC(C)n1c(N2CCCC2)nc2c1c(=O)[nH]c(=O)n2C	-1.1	106	4%	·	-13%	-5%	18%	31%	0.0%	6%
Cc1c(N=C2SCC(=O)N2/N=C/c2ccccc2)c(=O)n(-c2ccccc2)n1C	-1.5	68	7%	i	-11%	-1%	9%	1%	0.2%	4%
Cn1cc(Cl)c(-c2n[nH]c(=S)n2-c2ccccc2)n1	3.9	47	32%	i	2%	1%	28%	13%	0.2%	3%
O=C(Nc1ccc(C(=O)N2CCOCC2)cc1)c1cnn2c(C(F)F)cc(-c3ccccc3)nc12	5.1	50	17%	i	9%	-9%	14%	10%	-0.1%	5%
CCOC(=O)/C(C#N)=C1\SS/C(=C(/C#N)C(=O)OCC)S1	1.1	62	12%	i	22%	·	21%	5%	0.0%	·
COc1cccc(C(=O)CN2CCN(S(=O)(=O)c3cccc([N+](=O)[O-])c3)CC2)c1	-2.4	98	0%	i	12%	-4%	20%	-9%	-0.2%	7%
COCC(C)(C)COS(N)(=O)=O	1.1	89	8%	·	2%	2%	-1%	2%	-0.1%	3%
CCN(c1ccccc1)S(=O)(=O)c1ccc(OC)c(NC(=O)CN(C)C)c1	0.5	47	-2%	i	-11%	3%	6%	4%	-0.1%	31%
Cc1ccc(/C=C/C(=O)OCC(=O)Nc2cccc(S(=O)(=O)N(C)C)c2)o1	-0.6	69	1%	i	-7%	-4%	5%	0%	0.3%	10%
COc1ccc(CN(CC2CCC(C(=O)O)CC2)C(=S)Nc2cc(C)ccc2C)cc1 (stereo not drawn)	·	·	-17%	i	9%	-6%	5%	15%	-0.3%	2%
O=C1/C(=C/c2cccs2)Cc2ccccc21	1.6	63	11%	i	7%	-4%	4%	6%	-0.2%	10%
COCC(C)NC(=O)C1CCN(S(=O)(=O)c2ccc3ccccc3c2)CC1 (stereo not drawn)	1.9	60	·	·	·	-3%	6%	·	·	6%
CCc1c(C(=O)NC2CCCc3ccccc32)[nH]c(C)c1C(C)=O (stereo not drawn)	0.1	68	1%	·	5%	-17%	9%	0%	-0.1%	-1%
CC(=O)Nc1cccc(/C(C)=N\NC(=O)c2ccc(Cn3nc([N+](=O)[O-])c(Cl)c3C)o2)c1	-0.1	72	-3%	i	-2%	-3%	9%	2%	-0.2%	15%
Cn1cc(P(=S)(N2CCOCC2)N2CCOCC2)cc1P(=O)(N1CCOCC1)N1CCOCC1	0.7	49	-18%	i	-2%	0%	-3%	7%	-0.2%	11%

Compounds shown so far that contain an NH in an aromatic ring:
SMILES	NTR1 ag	NTR1 ag cell count 20 µM	AID2073	Yfh1-off respiration	GPR35 arrestin U2OS	Dengue-2 NS5 capping	Large T inhibition	GPR55 LPI antagonism	GPR55 beta-arrestin	MgcRacGAP inhibition	others
Cc1scc(-c2n[nH]c(=S)n2C(C)c2ccccc2)c1C (stereo not drawn)	2.9	47	-16%	i	-7%	6%	31%	8%	-0.3%	6%
COc1ccc2[nH]c(=O)c(CNc3cccc(C)c3)cc2c1	1.0	43	8%	i	9%	0%	28%	5%	-0.2%	15%
O=C(NCc1n[nH]c(=S)n1-c1ccccc1)c1ccco1	2.1	55	-16%	i	4%	-5%	14%	16%	-0.2%	5%
CC(C)n1c(N2CCCC2)nc2c1c(=O)[nH]c(=O)n2C	-1.1	106	4%	·	-13%	-5%	18%	31%	0.0%	6%
Cn1cc(Cl)c(-c2n[nH]c(=S)n2-c2ccccc2)n1	3.9	47	32%	i	2%	1%	28%	13%	0.2%	3%
CCc1c(C(=O)NC2CCCc3ccccc32)[nH]c(C)c1C(C)=O (stereo not drawn)	0.1	68	1%	·	5%	-17%	9%	0%	-0.1%	-1%

Other compounds follow.
SMILES	NTR1 ag	NTR1 ag cell count 20 µM	AID2073	Yfh1-off respiration	GPR35 arrestin U2OS	Dengue-2 NS5 capping	Large T inhibition	GPR55 LPI antagonism	GPR55 beta-arrestin	MgcRacGAP inhibition	others
O=C(CCN1C(=O)c2ccccc2C1=O)Nc1cccc(O)c1	0.8	46	13%	·	22%	-7%	4%	-3%	-0.1%	6%
CN(C)S(=O)(=O)c1ccc(N2CCCC2)c(C(=O)NCC2COc3ccccc3O2)c1 (stereo not drawn)	0.9	77	·	·	·	-4%	9%	·	·	-1%
O=C(NC12CC3CC(CC(C3)C1)C2)c1ccc(-c2cccc(Cl)c2)o1	15	65	3%	i	11%	-6%	11%	3%	-0.3%	5%
O=C1/C(=C/c2ccco2)CCc2ccccc21	1.1	84	15%	i	10%	-8%	8%	2%	0.4%	9%
COc1ccc(Nc2nc(C(F)(F)F)nc(C)c2C#N)cc1	-1.6	62	-13%	i	12%	-6%	14%	0%	-0.1%	6%
Cc1cc(NC(=O)COC(=O)C2CC(=O)N(c3cccc(C)c3C)C2)no1 (stereo not drawn)	0.3	53	8%	·	-18%	-2%	7%	1%	0.1%	6%
Cc1cc(C)c(C#N)c(SCc2cn3ccccc3n2)n1	0.8	50	-26%	i	4%	-1%	-2%	14%	-0.2%	3%
COc1ccc(-n2nnnc2-c2cccc(OC)c2)cc1	2.3	46	7%	·	-8%	2%	6%	-17%	-0.2%	5%
O=C(CC1(O)C(=O)N(CN2CCOCC2)c2ccccc21)c1ccccc1 (stereo not drawn)	-1.4	82	16%	i	15%	-5%	7%	-6%	-0.4%	5%
Nc1ccn(-c2ccccc2)c(=O)c1	-0.8	39	-3%	i	10%	6%	5%	0%	0.3%	12%
Cc1nsc(N)c1C(=O)O	1.9	58	7%	i	-1%	5%	9%	-8%	-0.2%	11%
COC(=O)c1cc(NC(=S)N2CCN(C(=O)C3CCCO3)CC2)cc(C(=O)OC)c1 (stereo not drawn)	-0.1	43	-25%	i	-10%	-7%	11%	5%	-0.1%	4%
CCOc1ccc(NC(=O)CNC(=O)c2ccc([N+](=O)[O-])cc2)cc1	1.2	52	-10%	i	9%	-4%	14%	-9%	0.0%	-6%
